H9c2 TAG inh: inhibitors of triacylglycerol accumulation, primary screen, cell-based, uHTS, fluorescence, H9c2; 230,000 compounds, 0.66% hits; AID 651582, 2012; inhibition, % at 12.5 µM; H9c2 cells, Nile Red lipid (TAG) fluorescence; cells loaded with 200 µM oleic acid;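 active = pattern-corrected inhibition of lipid staining of at least 50% with the nuclear-stain viability signal not falling by more than 50%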;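 also: 0% = DMSO wells and 100% = triacsin C control wells; some results filed as inactive read as strong as hits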
H9c2 TAG inh DAPI viability: recorded beside H9c2 TAG inh, whose call it bears; DAPI nuclei signal change (viability), lower = more cytotoxic, %;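 whole-well DAPI fluorescence read on a plate reader as a viability signal; minus 50 percent equals half of cells still viable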
* = called active by the depositor; i = inactive. These rows are one share of the data; count on the stated rates, not on these rows.

SMILES	H9c2 TAG inh	H9c2 TAG inh DAPI viability
O=C(CC1C(=O)NCCN1C(=O)Nc1ccccc1)Nc1cc(Cl)cc(Cl)c1 (stereo unspecified)	22	-1
CCOc1ccccc1C=NN1CCCCCC1	11	-5
O=C(Nc1ccc(N2C(=O)CCC2=O)cc1Cl)c1cccs1	0	-5
CC1=C(C)/C(=N\OC(=O)/C=C/c2ccccc2)C=CC1=O	-7	10
COc1cccc(CNC(=O)COC(=O)CN(C)S(=O)(=O)c2ccc(NC(C)=O)cc2)c1	-4	10
CCOc1ccccc1OCC(=O)NC1CCSc2ccccc21 (stereo unspecified)	-8	8
COc1ccccc1NC(=O)COC(=O)c1c(C)nn(-c2ccccc2)c1C	2	3
COc1cc(-c2nc3cnccn3c2Nc2ccccc2)ccc1O	3	7
COc1ccc2oc(-c3ccncc3)cc(=O)c2c1	0	7
CC(C)(C)OC(=O)NCCCCCc1cn([C@@H](CO)C(=O)NCCCCCCCCCCC(=O)N2CCN(C(=O)OC(C)(C)C)CC2)nn1	-10	4
CCOC(=O)c1cnc2ccccc2c1NCCc1ccc(OC)c(OC)c1	7	-9
CCOc1cccc(CN(C)CC2CCCN(CCc3ccc(Cl)cc3)C2)c1O (stereo unspecified)	2	18
COc1ccccc1S(=O)(=O)N(C)C[C@@H]1OCc2cnnn2CCCC(=O)N([C@H](C)CO)C[C@H]1C	1	7
COc1ccc2oc(C(F)(F)C(F)F)cc(=O)c2c1	14	-6
CC[C@@H]1C(c2ccc(F)cc2)=NN(c2ccc(Br)cc2)[C@H]1C(=O)N1CCOC1=O	-6	32
O=C(O)CNC(=O)CCn1nnc2ccccc2c1=O	9	-2
O=C(NNC(=O)c1ccccc1F)c1ccc(Cl)c(S(=O)(=O)N2CCOCC2)c1	-6	-1
CC(=O)Nc1cccc(-c2ccnc3c2CC(C)(C(=O)NCCc2ccccc2)O3)c1 (stereo unspecified)	66	-65
COc1cc(NC(=O)C2CCCN(S(=O)(=O)c3cccc4nsnc34)C2)cc(OC)c1 (stereo unspecified)	12	-3
CCOC(=O)C1(Cc2cccc(OC)c2)CCN(Cc2cccc(OCC)c2O)CC1	-38	29
NC(=S)NNc1c(F)c(F)c(F)c(F)c1F	7	4
CCN1CCN(c2ccc(NC(=O)c3ccc(OC)c(S(=O)(=O)N4CCCC4)c3)cc2)CC1	2	6
CCOC(=O)C1=NNC(C(=O)O)C1c1ccccc1 (stereo unspecified)	-24	5
O=C1CCC(C(=O)OCc2nnc(-c3ccccc3)o2)=NN1	1	-2
NC(Cc1ccc(C(F)(F)F)cc1)c1csc(NC(=O)Nc2ccccc2Oc2ccccc2)n1 (stereo unspecified)	128	-79
CCN(CC)S(=O)(=O)c1ccc(OCC(=O)NC2CCS(=O)(=O)C2)c([N+](=O)[O-])c1 (stereo unspecified)	-1	3
Cc1nnc(NC(=O)CSc2ccc(-c3cccnc3)nn2)s1	-3	8
O=C(NCc1cccnc1)C1CC(=O)N(CCc2ccccc2)C1 (stereo unspecified)	-2	2
CC(Oc1ccccc1)C(=O)NC1CCCCCCC1 (stereo unspecified)	25	-1
COc1ccc(-c2csc(NCc3ccco3)n2)cc1	-43	-9
Cc1ccc(OC(C)C(=O)N2CCN(c3ccccn3)CC2)cc1 (stereo unspecified)	-4	4
CCCCC(=O)N(CCOC)c1nnc(-c2ccc(OC)cc2)s1	22	12
CCCC(C)C(=O)Nc1nnc(C)s1 (stereo unspecified)	12	-2
ClCc1ncc(-c2ccc(Cl)cc2)o1	8	2
CC(=O)c1sc(NC(=O)CCS(=O)(=O)c2ccc(Cl)cc2)nc1C	0	4
C[C@H]1CN([C@@H](C)CO)S(=O)(=O)c2ccc(Br)cc2O[C@H]1CN(C)C(=O)c1cnccn1	-16	-1
COc1cccc(CNC(=O)CN2c3cccc4cccc(c34)S2(=O)=O)c1	2	-2
COc1ccc(-c2nnnn2C)cc1S(=O)(=O)NCCc1ccccc1	-11	4
CCOc1ccc(NC(=O)c2cccc(S(=O)(=O)NCc3cccnc3)c2)cc1	8	-3
CCCCn1c(N)c(N(CC(C)C)C(=O)CC2OC(=O)c3ccccc32)c(=O)[nH]c1=O (stereo unspecified)	2	8
CCCOc1nc(N)c(C#N)c(-c2ccccc2F)c1C#N	-1	6
CCOc1ccc(NC(=O)N(CCN(C)C)C(C)c2ccncc2)cc1 (stereo unspecified)	-19	-2
O=C(COC(=O)/C=C/c1ccc(Cl)cc1Cl)Nc1cccc(S(=O)(=O)NC2=NCCC2)c1	3	2
COc1ccc(-c2nc(SCC(=O)Nc3cccc(S(N)(=O)=O)c3)n[nH]2)cc1	-2	3
O=C(c1ccc(Cl)cc1)C(CN1CCCC1)c1ccccc1 (stereo unspecified)	93	-51
O=C1CCN(Cc2ccccc2)C=C1c1cccc(O)c1	0	-1
COc1ccc(-c2nc(C)ncc2-c2csc(C)n2)c(O)c1	-19	11
C/C(=N/NC(=O)CNC(=O)COc1ccccc1)c1ccco1	1	8
O/N=C/c1ccc2ccccc2n1	8	-2
COc1ccc(C2=NN(C(=O)CSc3ncccn3)C(c3ccc(OC)cc3)C2)cc1 (stereo unspecified)	-6	14
Cc1cc(C)c2nc3nc(C)c(C)cc3c(N)c2c1	30	i
CCCCCC(=O)NC(=S)NC1C2CC3CC(C2)CC1C3 (stereo unspecified)	-7	-4
CCC(C)NC(=O)c1cccc(C)c1 (stereo unspecified)	-4	3
Cc1ccccc1S(=O)(=O)Oc1cccc2c(O)cccc12	0	-9
CCOC(=O)NC(=O)COC(=O)c1cccc2ccccc12	2	-3
Cc1cccc(OCCCC(=O)Nc2ccc(Br)cc2)c1	3	0
CC(=O)Nc1ccc(NC(=O)COC(=O)[C@@H]2CCCN2C(=O)c2cccs2)cc1	-7	-9
CCc1c(C)sc(NC(=O)c2ccoc2C)c1C(N)=O	17	1
CC(C)Cn1c(SCC(=O)c2c(N)n(C)c(=O)n(C)c2=O)nc2ccccc21	0	-4
CCC1(c2ccc(F)cc2)NC(=O)N(CC(=O)Nc2cccc(S(=O)(=O)N3CCCC3)c2)C1=O (stereo unspecified)	6	4

More structures.
SMILES	H9c2 TAG inh	H9c2 TAG inh DAPI viability
Cc1ccc(S(=O)(=O)CCC(=O)N2CCN(c3ccccc3O)CC2)cc1	-6	-2
COc1ccc(/C=N/N=C/c2ccc(OC)c(OC)c2)cc1OC	23	4
CCCC(C(=O)NC1CCCCC1)N(CC1CCCO1)C(=O)CNS(=O)(=O)c1ccc(F)cc1 (stereo unspecified)	-16	8
Cc1c(C(=O)Nc2nnc(C3CC3)s2)oc2ccccc12	3	-3
CC(C)CCn1c(NCCc2ccccc2)nc2c1c(=O)n(C)c(=O)n2C	-17	3
FC(F)C(F)(F)Oc1cccc(Nc2nccn3c(-c4ccc5ccccc5c4)cnc23)c1	26	0
O=C(C[C@@H]1C/C=C\C[C@H](Cc2ccc(F)cc2)C(=O)OC[C@H]2CCCN2C1=O)N[C@H](CO)Cc1ccccc1	-5	3
C[C@@H]1CN([C@H](C)CO)C(=O)c2cc(NS(=O)(=O)c3cn(C)cn3)ccc2O[C@H]1CN(C)C(=O)Nc1ccccc1	-10	-2
O=C(Oc1ccccc1Cl)c1ccccc1	2	0
NC(=O)c1ccc(N2CCC(C(N)=O)CC2)c([N+](=O)[O-])c1	2	-4
CC(C)NC(=O)Nc1ccc2c(c1)C(=O)N([C@H](C)CO)C[C@@H](C)[C@@H](CN(C)C(=O)NC1CCCCC1)O2	-31	-8
COCCn1nnnc1C(c1ccccn1)N1CCN(c2cccc(C)c2C)CC1 (stereo unspecified)	0	4
CCn1nc(C)c(CN2CCC(n3nccc3NC(=O)Cc3ccccc3)CC2)c1C	6	-4
CCOC(=O)C1(Cc2cccc(OC)c2)CCCN(C(=O)CCN2CCCO2)C1 (stereo unspecified)	-8	3
COc1ccc(NC(=O)N2CCCC2C(=O)NCc2ccccc2Cl)cc1 (stereo unspecified)	-4	-7

Taken from the listing for reference:
SMILES	H9c2 TAG inh	H9c2 TAG inh DAPI viability
O=C(c1ccc(Cl)cc1)C(CN1CCCC1)c1ccccc1 (stereo unspecified)	93	-51
O=C1CCN(Cc2ccccc2)C=C1c1cccc(O)c1	0	-1
COc1ccc(-c2nc(C)ncc2-c2csc(C)n2)c(O)c1	-19	11
C/C(=N/NC(=O)CNC(=O)COc1ccccc1)c1ccco1	1	8
O/N=C/c1ccc2ccccc2n1	8	-2
COc1ccc(C2=NN(C(=O)CSc3ncccn3)C(c3ccc(OC)cc3)C2)cc1 (stereo unspecified)	-6	14
Cc1cc(C)c2nc3nc(C)c(C)cc3c(N)c2c1	30	i
CCCCCC(=O)NC(=S)NC1C2CC3CC(C2)CC1C3 (stereo unspecified)	-7	-4
CCC(C)NC(=O)c1cccc(C)c1 (stereo unspecified)	-4	3
Cc1ccccc1S(=O)(=O)Oc1cccc2c(O)cccc12	0	-9
CCOC(=O)NC(=O)COC(=O)c1cccc2ccccc12	2	-3
Cc1cccc(OCCCC(=O)Nc2ccc(Br)cc2)c1	3	0
CC(=O)Nc1ccc(NC(=O)COC(=O)[C@@H]2CCCN2C(=O)c2cccs2)cc1	-7	-9
CCc1c(C)sc(NC(=O)c2ccoc2C)c1C(N)=O	17	1
CC(C)Cn1c(SCC(=O)c2c(N)n(C)c(=O)n(C)c2=O)nc2ccccc21	0	-4
CCC1(c2ccc(F)cc2)NC(=O)N(CC(=O)Nc2cccc(S(=O)(=O)N3CCCC3)c2)C1=O (stereo unspecified)	6	4
Cc1ccc(S(=O)(=O)CCC(=O)N2CCN(c3ccccc3O)CC2)cc1	-6	-2
COc1ccc(/C=N/N=C/c2ccc(OC)c(OC)c2)cc1OC	23	4
CCCC(C(=O)NC1CCCCC1)N(CC1CCCO1)C(=O)CNS(=O)(=O)c1ccc(F)cc1 (stereo unspecified)	-16	8
Cc1c(C(=O)Nc2nnc(C3CC3)s2)oc2ccccc12	3	-3
CC(C)CCn1c(NCCc2ccccc2)nc2c1c(=O)n(C)c(=O)n2C	-17	3
FC(F)C(F)(F)Oc1cccc(Nc2nccn3c(-c4ccc5ccccc5c4)cnc23)c1	26	0
O=C(C[C@@H]1C/C=C\C[C@H](Cc2ccc(F)cc2)C(=O)OC[C@H]2CCCN2C1=O)N[C@H](CO)Cc1ccccc1	-5	3
C[C@@H]1CN([C@H](C)CO)C(=O)c2cc(NS(=O)(=O)c3cn(C)cn3)ccc2O[C@H]1CN(C)C(=O)Nc1ccccc1	-10	-2
O=C(Oc1ccccc1Cl)c1ccccc1	2	0
NC(=O)c1ccc(N2CCC(C(N)=O)CC2)c([N+](=O)[O-])c1	2	-4
CC(C)NC(=O)Nc1ccc2c(c1)C(=O)N([C@H](C)CO)C[C@@H](C)[C@@H](CN(C)C(=O)NC1CCCCC1)O2	-31	-8
COCCn1nnnc1C(c1ccccn1)N1CCN(c2cccc(C)c2C)CC1 (stereo unspecified)	0	4

Further structures follow:
SMILES	H9c2 TAG inh	H9c2 TAG inh DAPI viability
Cc1ccnc(NC(=O)c2cccc(S(=O)(=O)N3CCN(c4ccccc4)CC3)c2)c1	-5	-2
O=C(CCc1ccc(S(=O)(=O)NC2CCCCC2)cc1)N(Cc1ccccc1)Cc1ccccc1	9	-3
C/C(=N\NC(=O)c1cc(C)nc2ccccc12)c1cccs1	6	-10
CCOC(=O)c1cc2sccc2n1CC(=O)Nc1ccc(OC)cc1	7	2
CCCc1cc(CN(C)C(=O)CC2C(=O)NCCN2Cc2ccccc2C)[nH]n1 (stereo unspecified)	7	1
CN1CN=C(NS(=O)(=O)c2ccc([N+](=O)[O-])cc2)NC1	-4	4
COCCN(C(=S)Nc1cc(C)cc(C)c1)C(C)c1cccs1 (stereo unspecified)	10	-9
O=C(NCc1csc(-c2cccs2)n1)C1CC1	2	1
Cn1nc(C(C)(C)C)cc1C(=O)N1CCCCC1c1cc(C(=O)Nc2ccccc2)no1 (stereo unspecified)	-10	12
CS(=O)(=O)c1ccc2nc(NC(=O)c3ccc(NS(=O)(=O)c4cccc([N+](=O)[O-])c4)cc3)sc2c1	2	-4
CC1CCN(S(=O)(=O)c2ccc(C(=O)N3CCCC3C(=O)O)cc2)CC1 (stereo unspecified)	-20	0
O=C(COc1ccccc1)c1ccccc1	-3	-3
COc1ccccc1N1CCN(C(=O)c2cc3c(s2)CCCCC3)CC1	31	0
CCOc1ccc(C(=O)/C=C/c2ccc(OC)c(OC)c2)cc1	0	1
O=C(Cc1c(Sc2ccccc2)c2ccccc2n1Cc1ccccc1)NCCO	12	0
CC(SC1=NCCS1)C(=O)Nc1nnc(-c2ccc(Br)cc2)s1 (stereo unspecified)	9	-7
CSc1cccc(CNC(=O)CC2C(=O)NCCN2CC(C)(C)C)c1 (stereo unspecified)	6	1
CCOc1ccc(N(CC(=O)Nc2ccccc2C)S(=O)(=O)c2c(C)[nH]c(=O)[nH]c2=O)cc1	-6	4
